Gli-Sufu block: Gli-Sufu pathway antagonism; Sufu-KO-LIGHT fibroblasts, Gli luciferase reporter luminescence; inhibition, % at 5 µM; actives 0.74% (n = 340,000);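 active = inhibition above about 55%, limit read from the data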;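 note: 0% = DMSO-treated cells and 100% = wells with medium but no cells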
XBP1 UPR activ: adaptive UPR (XBP1) activation | CHO-XBP1 luciferase reporter, IRE1-XBP1 UPR activation, luminescence; percent of tunicamycin response, DMSO as zero | activation, % at 20 µM | actives 0.33% (n = 330,000) | AID 463104;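 active = versus positive control, 20 µM dose yields 30% or more activation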;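 note: 100% = tunicamycin at 10 µg/mL and 0% = DMSO only wells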
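Material: CHO-XBP1 cells stably carrying IRE1-XBP1-driven luciferase reporter / Amount: 1000 cells per well / Compound: 20 µM, 1% DMSO / Times: 6 h treatment, 37 °C / Detection: luciferase luminescence / Measure: % activation of reporter signal versus tunicamycin and DMSO controls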
CHOP UPR activ: apoptotic UPR (CHOP) activation. CHO-CHOP luciferase reporter, luminescence; percent of tunicamycin response over DMSO baseline. activation, % at 10 µM. actives 0.34% (n = 330,000). AID 449763;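 active = at 10 µM dose, activation of 40% or more, normalized to positive control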;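 note: 100% = tunicamycin at 10 µg/mL and 0% = DMSO alone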
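System: CHO CHOP reporter cells. Amount: 500 cells per well. Buffer or medium: F12 medium, 10% FBS. Compound dosing: one dose, 10 µM in 0.5% DMSO. Incubation: 6 h compound exposure at 37 °C after overnight seeding. Technique: Steady-Glo luciferase luminescence. Benchmarks: tunicamycin and DMSO controls.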
CCR6 antag: antagonists of human CCR6 receptor. actives 0.49% (n = 340,000). P51684. inhibition, % at 20 µM. CHO-K1 CCR6 PathHunter beta-arrestin, luminescence, CCL20-stimulated. AID 493098;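 active = compounds whose inhibition of the agonist-driven luminescence signal at 20 µM reaches about 50%, limit read from the data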;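 note: cells stimulated with CCL20 at 14 nM final; plate controls were DMSO with CCL20 for no effect and DMSO without agonist for full effect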
Target sequence (P51684 whole entry, looked up): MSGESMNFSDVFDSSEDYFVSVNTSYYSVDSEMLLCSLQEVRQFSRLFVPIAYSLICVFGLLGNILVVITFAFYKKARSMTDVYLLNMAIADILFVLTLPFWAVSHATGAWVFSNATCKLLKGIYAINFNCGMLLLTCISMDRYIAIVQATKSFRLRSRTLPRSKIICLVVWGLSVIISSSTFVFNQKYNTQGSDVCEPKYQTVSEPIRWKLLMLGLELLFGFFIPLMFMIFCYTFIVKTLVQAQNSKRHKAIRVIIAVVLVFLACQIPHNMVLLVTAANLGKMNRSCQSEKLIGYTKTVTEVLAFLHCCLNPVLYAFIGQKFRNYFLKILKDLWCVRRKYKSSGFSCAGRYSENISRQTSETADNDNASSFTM
Jurkat NFkB inh: lowers PMA/ionomycin-induced NF-kB signal in Jurkat cells; PMA/ionomycin-induced NF-kB luciferase reporter, luminescence; inhibition, % at 4 µM; actives 0.53% (n = 330,000); AID 435003; in the data active = inhibition above about 50%
EBI2 antag: blocks human EBI2 receptor beta-arrestin signaling | AID 651636 | inhibition, % at 5 µM | P32249 | actives 0.81% (n = 360,000) | EBI2 beta-arrestin recruitment, luminescence, 7a,25-OHC stimulated; in the data active = inhibition above about 38%;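 note: enzyme fragment complementation signal reports receptor beta-arrestin coupling in cells; 0% = agonist plus DMSO wells and 100% = wells without agonist; some results beyond the cut were filed as inactive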
Target sequence (P32249 whole entry, looked up, the tested form may be a part): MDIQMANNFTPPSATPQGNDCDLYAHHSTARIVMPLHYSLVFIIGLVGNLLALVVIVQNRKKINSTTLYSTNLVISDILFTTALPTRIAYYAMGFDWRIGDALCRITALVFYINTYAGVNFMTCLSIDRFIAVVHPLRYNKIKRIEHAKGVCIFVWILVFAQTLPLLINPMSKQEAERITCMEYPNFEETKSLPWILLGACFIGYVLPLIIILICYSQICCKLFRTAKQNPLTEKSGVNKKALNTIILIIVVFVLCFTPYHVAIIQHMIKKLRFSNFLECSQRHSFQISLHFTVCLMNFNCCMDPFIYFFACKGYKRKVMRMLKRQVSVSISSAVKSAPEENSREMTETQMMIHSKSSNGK
697 NFkB inh: inhibitors of the PMA/ionomycin-induced NF-kB reporter in 697 B cells | 697 B-cell NF-kB luciferase reporter, 16 h | inhibition, % at 4 µM | actives 0.33% (n = 330,000); in the data active = inhibition above about 35%
CXCR6 block: blocks human CXCR6 beta-arrestin recruitment; CHO-K1 PathHunter CXCR6 beta-arrestin, luminescence; inhibition, % at 20 µM; actives 0.36% (n = 360,000); AID 602244; O00574; in the data active = inhibition above about 34%, passing the limit was not always enough;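 note: antagonist mode with CXCL16 agonist at 10 nM final; 0% = 10 nM CXCL16 with DMSO and 100% = unstimulated wells without agonist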
Target sequence (O00574 whole entry, looked up): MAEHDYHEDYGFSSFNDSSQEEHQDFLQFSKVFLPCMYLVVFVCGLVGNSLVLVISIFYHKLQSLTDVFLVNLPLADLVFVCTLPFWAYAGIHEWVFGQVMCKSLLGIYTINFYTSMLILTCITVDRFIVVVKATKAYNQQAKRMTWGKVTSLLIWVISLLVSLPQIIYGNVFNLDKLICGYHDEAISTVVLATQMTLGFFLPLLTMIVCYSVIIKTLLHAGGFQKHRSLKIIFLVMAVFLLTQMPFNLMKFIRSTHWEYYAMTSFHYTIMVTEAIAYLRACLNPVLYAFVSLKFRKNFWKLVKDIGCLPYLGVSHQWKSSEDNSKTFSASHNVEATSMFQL
Mdm2 MdmX PPI: disrupts the human Mdm2-MdmX interaction; O15151+Q00987; SaOS-2 split-luciferase Mdm2/MdmX complementation, luminescence; inhibition, % at 8 µM; actives 3% (n = 330,000);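 active = inhibition of at least 50% at 8 µM in the primary screen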
Active calls of the source: *; . = not tested or not shown.

SMILES	Gli-Sufu block	XBP1 UPR activ	CHOP UPR activ	CCR6 antag	Jurkat NFkB inh	EBI2 antag	697 NFkB inh	CXCR6 block	Mdm2 MdmX PPI
CN1CCN(c2nc3c(c(=O)[nH]c(=O)n3C)n2Cc2ccccc2)CC1	13.0	-1.1	6.3	4.6	3.7	-2.2	2.0	13.1	11.4
O=C(NCCc1ccccc1F)c1cccc2cccnc12	-49.2	3.1	5.3	18.9	-84.1	-0.3	-61.6	7.4	-15.3
CN(C)c1ccc(NC(=O)C2CCCN(S(=O)(=O)c3ccccc3)C2)cc1 (stereo unspecified)	-6.3	-8.0	-0.4	0.8	-4.5	-3.2	16.4	-0.1	6.9
COc1ccc(NC(=O)CN(C)C(=O)c2cc3c(s2)CCCCC3)cc1	1.9	-2.9	3.1	6.7	-7.4	-0.4	11.6	5.1	10.0
Cc1cc(C)c(NC(=O)C2CSCCS2)c(C)c1 (stereo unspecified)	-20.5	1.4	0.4	10.2	-15.1	-0.3	1.8	0.9	10.3
CCCC(=O)Nc1cc(OCC)c(NC(=O)NC2CCCCC2)cc1OCC	2.6	1.5	-0.4	-12.8	-14.9	-2.4	11.4	0.4	-3.3
Cc1ccc(C=C2C(=O)c3ccccc3C2=O)s1	3.1	3.2	-1.8	20.0	-5.3	-11.1	6.6	20.5	11.1
NC(CO)(CO)COCc1ccccc1	14.9	-2.2	-1.0	14.7	6.5	-6.3	-3.8	-1.5	-1.4
CCN(CC)c1nc2c(c(=O)[nH]c(=O)n2C)n1CCCc1ccccc1	6.6	6.3	-2.2	-1.9	-1.9	-3.6	-28.8	-15.7	13.7
O/N=C(\c1ccccc1)C(O)c1ccccc1 (stereo unspecified)	13.9	0.4	1.3	2.2	9.1	-0.7	8.7	-1.1	21.6
COc1ccccc1Nc1nc(C2(C)CCC(=O)O2)cs1 (stereo unspecified)	2.0	5.1	3.1	3.1	-15.5	5.9	-48.0	2.8	-28.3
Brc1ccc(/C=N/Nc2ccc3ccccc3n2)cc1	-68.1	3.3	2.5	0.2	-76.3	-2.6	-92.9	2.0	-159.1
COc1ccccc1C1C(C(=O)c2cc3ccccc3o2)=C(O)C(=O)N1c1cc(C)on1 (stereo unspecified)	-8.4	-2.8	0.5	11.9	-1.7	-4.3	5.7	0.4	4.7
O=[N+]([O-])c1ccc(/C=N/Nc2nc(-c3ccccc3)c3cc(Br)ccc3n2)o1	21.8	-1.0	4.3	12.3	11.4	32.3	26.0	10.8	33.7
Cc1cc(C)cc(N2CC(c3nc4ccccc4n3C)CC2=O)c1 (stereo unspecified)	30.9	0.7	-3.5	9.4	3.8	5.8	23.8	0.0	1.3
Cc1cc(C(=O)OCC(=O)N2CCN(C(=O)c3ccco3)CC2)c(C)n1-c1ccc(F)cc1	-12.6	0.6	0.4	10.6	-15.6	-3.1	-26.9	-6.2	-11.9
O=C(NCc1n[nH]c(=S)n1-c1ccc(Br)cc1)c1ccc(S(=O)(=O)N2CCOCC2)cc1	-28.6	-3.4	-0.3	12.6	9.4	-6.3	10.9	8.9	-2.3
COc1ccc(C)cc1N(CC(=O)N1CCCCCC1)S(C)(=O)=O	-15.3	1.0	-0.3	15.8	-1.1	-6.2	-7.8	0.9	-9.0
O=C1NN(c2ccccc2)C(=O)/C1=C/c1ccc(-c2ccc(Cl)c(C(=O)O)c2)o1	-1.3	.	.	30.5	.	-0.8	.	20.8	.
O=C(NCCCC(=O)N1CCOCC1)c1cccnc1	0.7	-2.4	17.1	-7.5	-10.3	5.8	15.1	7.5	25.8
CC1CC1C(=O)Nc1cc(C(F)(F)F)ccc1N1CCOCC1 (stereo unspecified)	-3.9	-1.6	-1.7	10.4	1.4	10.7	14.2	1.8	9.9
C=CCNCC(=O)N1N=C(c2ccc3ccccc3c2)CC1c1ccc(OC)cc1 (stereo unspecified)	27.9	1.4	-1.2	15.1	16.0	9.7	-3.1	-1.3	43.2
Cc1ccsc1CN(C)C(=O)c1ccc(Oc2ccccc2)cc1	-15.1	0.6	3.0	23.6	-47.5	13.6	-14.0	11.9	-11.7
Cc1cc(-c2cc(C(=O)O)c3ccccc3n2)c(C)s1	11.8	-0.6	0.6	-6.5	11.1	-7.5	15.1	2.2	17.0
COc1ccccc1NC(=S)N(Cc1ccc(C)cc1)Cc1cccnc1	-14.3	-1.1	0.3	9.5	-8.0	-5.8	0.6	-7.2	14.9
CC(CC(=O)O)CC(=O)Nc1ccc(S(N)(=O)=O)cc1 (stereo unspecified)	1.8	-0.1	0.0	-4.0	-0.1	6.6	20.4	-8.9	2.7
Cc1cccc(NS(=O)(=O)c2ccc(-c3ccc(=O)[nH]n3)o2)c1	-8.1	-0.9	-0.3	-1.7	-5.5	-6.0	0.4	-2.2	-4.0
O=C(c1cc(Cl)ccc1[N+](=O)[O-])N1CCc2ccccc2C1	-9.7	-1.3	-0.2	3.1	3.7	-2.2	18.4	-2.3	23.0
CC(O)c1c(OCc2ccccc2)ncnc1OCc1ccccc1 (stereo unspecified)	2.0	-3.3	-0.3	14.7	0.2	23.7	-12.5	-1.1	-19.7
CSc1nnc(Cc2cc(=O)[nH]c(=O)[nH]2)n1-c1cccc(C)c1	-2.6	3.1	-0.9	-1.3	4.2	-3.4	17.2	-3.5	21.2
Cc1ccc2nsnc2c1S(=O)(=O)N(CCO)Cc1cc2cc3c(cc2[nH]c1=O)OCCO3	-6.9	-3.0	0.9	1.5	3.5	1.4	9.0	-10.9	10.7
COc1ccc(C(=O)c2ccc(OC)c(N)c2)cc1N	-30.6	4.6	4.1	-21.1	53.0*	-8.0	-56.3	1.0	30.9
COc1ccc(-c2cc3c(nn2)-c2ccccc2C3=O)cc1	-0.7	-6.2	-5.1	16.8	18.5	50.6*	-86.1	18.8	-65.3
Cc1cc(N2CCOCC2)n2ncc(-c3ccccc3Cl)c2n1	-73.2	.	.	-0.5	.	5.4	.	-0.8	.
COc1ccccc1-c1nnc(C2CCN(S(=O)(=O)c3cccc([N+](=O)[O-])c3)CC2)o1	7.9	-2.8	-1.5	-10.3	11.0	0.8	-9.1	-6.0	32.1
COc1cc(CCC(=O)O)on1	-2.9	-2.8	0.0	-8.0	10.8	1.2	7.8	-19.0	16.8
CCCn1nnc(NC(=O)c2ccc(F)cc2)n1	-10.2	-1.2	-2.4	8.7	-23.3	-2.9	-3.9	-2.9	18.1
Nc1[nH]c(N=NC(=O)c2ccc(Cl)cc2)c2ccccc12	-16.8	1.9	1.4	-0.6	-16.5	-2.8	-19.8	-2.4	7.4
COc1cc(/C=C2\S/C(=N/S(=O)(=O)c3ccc(C)cc3)NC2=O)c([N+](=O)[O-])cc1OC	5.6	0.4	1.8	7.8	10.4	-0.2	9.3	5.0	-8.3
COc1cccc(C(=O)Cn2c(N3CCCCC3)nc3c2c(=O)n(C)c(=O)n3C)c1	4.4	-0.2	-2.3	3.9	-8.0	-1.3	8.6	2.6	-15.2

Next section (5 carried over from the part before).
SMILES	Gli-Sufu block	XBP1 UPR activ	CHOP UPR activ	CCR6 antag	Jurkat NFkB inh	EBI2 antag	697 NFkB inh	CXCR6 block	Mdm2 MdmX PPI
COc1cc(CCC(=O)O)on1	-2.9	-2.8	0.0	-8.0	10.8	1.2	7.8	-19.0	16.8
CCCn1nnc(NC(=O)c2ccc(F)cc2)n1	-10.2	-1.2	-2.4	8.7	-23.3	-2.9	-3.9	-2.9	18.1
Nc1[nH]c(N=NC(=O)c2ccc(Cl)cc2)c2ccccc12	-16.8	1.9	1.4	-0.6	-16.5	-2.8	-19.8	-2.4	7.4
COc1cc(/C=C2\S/C(=N/S(=O)(=O)c3ccc(C)cc3)NC2=O)c([N+](=O)[O-])cc1OC	5.6	0.4	1.8	7.8	10.4	-0.2	9.3	5.0	-8.3
COc1cccc(C(=O)Cn2c(N3CCCCC3)nc3c2c(=O)n(C)c(=O)n3C)c1	4.4	-0.2	-2.3	3.9	-8.0	-1.3	8.6	2.6	-15.2
CCc1nnc(NC(=O)CN2C(=O)/C(=C/c3cc(OC)c(OC)c(OC)c3)SC2=S)s1	2.7	0.8	-0.6	11.9	8.4	-2.5	5.3	10.7	-4.6
O=C(O)C1CC=CCC1C(=O)NCCCN1CCCC1=O (stereo unspecified)	3.4	-5.8	-0.7	-17.4	3.5	-4.1	-4.7	7.8	10.2
CC(C)CCCCCCCCCCCCC(=O)NCC(=O)NC1C(O)C(O)C(Nc2ncnc3nc[nH]c23)OC1C(O)CO (stereo unspecified)	84.8*	.	.	20.2	.	-6.1	.	9.8	.
CCc1ccc(CN2CCC(N3CCC(C(=O)N4CCCC4)CC3)CC2)o1	15.2	-5.2	-2.6	3.8	20.3	-8.9	-2.0	-16.9	-10.9
O=C(CSc1nncs1)NC(=O)NC1CCCC1	-2.9	1.2	-1.5	-2.3	0.6	1.1	13.9	-0.9	-17.9
COc1ccc(-c2noc(CN(C)Cc3ccc(C)o3)n2)cc1	-2.6	5.0	2.1	10.4	-5.2	1.8	-2.8	-6.9	5.5
CN1OC(CC(=O)O)N(c2ccc(Cl)cc2)C1=O (stereo unspecified)	-0.1	-2.6	0.0	-4.5	12.4	2.3	12.5	0.4	-8.4
O=C(c1ccco1)N1CCN(C(=S)NC2CC3CCC2C3)CC1 (stereo unspecified)	13.9	-1.1	-2.4	-12.8	-2.4	3.7	1.2	3.4	5.4
COC(=O)C1=NNC(C(=O)c2ccco2)C1c1ccc(OC)cc1 (stereo unspecified)	5.9	-0.2	0.0	-7.2	14.8	-7.8	-7.6	3.4	18.3
O=C(Nc1ccc(F)cc1)N1CCN(CCc2ccccc2)CC1	9.5	-0.5	0.9	-2.1	13.0	30.9	-13.3	-2.7	5.1
CSc1nc(C)c(C(=O)Nc2ccccc2)c(-c2ccco2)c1C#N	4.3	0.2	-0.3	16.3	-10.2	-19.4	-6.2	-5.1	13.1
COc1ccc(CCNC(=O)CCc2cn(C)c3ccccc23)c(OC)c1OC	2.5	-5.0	2.3	16.6	4.1	2.7	1.0	2.0	-10.0
O=C(COC(=O)[C@H](Cc1ccccc1)NC(=O)c1ccco1)Nc1ccccc1	-0.9	-0.3	0.7	-0.3	8.8	3.2	19.3	0.9	22.3
COc1cc2[nH]c(=O)n(CCC(=O)NCCC(C)C)c(=O)c2cc1OC	-6.5	-2.2	-1.9	-5.8	-6.9	-15.2	-30.7	-4.1	28.8
Brc1cccc(OCCOCCn2ccnc2)c1	1.4	-1.5	1.9	-3.4	0.7	4.6	3.7	-1.7	12.7
O=C(CSc1nc2c(c(=O)n1-c1ccc(Br)cc1)SCC2)Nc1nccs1	3.5	-1.9	-0.5	19.7	-0.9	-20.0	-4.7	6.1	17.3
Cc1cc(C)n2nc(S(=O)(=O)N(C)c3ccccc3)nc2n1	-27.6	1.9	1.0	10.5	9.2	-3.7	0.7	5.2	-5.3
Cc1ccc(NC(=O)CN(C)C(=O)CSc2ccc3c(c2)OCCO3)cc1	-0.7	-0.6	0.4	9.6	-3.0	0.9	-13.9	0.8	-6.0
CCn1c(=O)c2cc(C(=O)NCCOC)sc2c2ccccc21	21.6	4.5	0.3	11.3	-21.4	-4.1	9.4	2.3	30.9
CCc1ccc2nc(N3CCN(C(=O)C(C)(C)C)CC3)sc2c1	-35.1	1.1	6.0	14.9	-13.9	9.7	-41.3	0.6	-16.2

Compounds were not picked by outcome. About 5% of those tested had a hit in this group.
